Screening results as filed in PubChem.
S1P1 ag-PAM: agonists and agonism potentiators of human S1P1 receptor. P21453. activation, % at 9.5 µM. S1P1 CRE-bla cells, forskolin, beta-lactamase FRET, potentiator mode; S1P1 agonist co-added at EC20, 2 nM; 100% = saturating reference agonist, 0% = basal. actives 0.57% (n = 56,000);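 active = activation above a cutoff set at the mean activation of all tested compounds plus 3 SD, cut at about 54% in these data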;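 also: forskolin at 4 µM as EC80 and the EC20 agonist is SEW2871; 100% = SEW2871 at its EC100 plus forskolin at EC80; some compounds past the cut are filed as inactive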
S1P3 ag: S1P3 (human) receptor agonism. Q99500. S1P3 NFAT-BLA reporter cells, FRET ratio; relative to 1 µM S1P, basal subtracted. activation, % at 4.5 µM. actives 0.1% (n = 60,000);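 active = activation above the screen-wide mean plus 3 SD, cut at about 4.5% in these data, passing the limit was not always enough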; also: some compounds called inactive have numbers as strong as hits
Target sequence (Q99500 whole entry, looked up): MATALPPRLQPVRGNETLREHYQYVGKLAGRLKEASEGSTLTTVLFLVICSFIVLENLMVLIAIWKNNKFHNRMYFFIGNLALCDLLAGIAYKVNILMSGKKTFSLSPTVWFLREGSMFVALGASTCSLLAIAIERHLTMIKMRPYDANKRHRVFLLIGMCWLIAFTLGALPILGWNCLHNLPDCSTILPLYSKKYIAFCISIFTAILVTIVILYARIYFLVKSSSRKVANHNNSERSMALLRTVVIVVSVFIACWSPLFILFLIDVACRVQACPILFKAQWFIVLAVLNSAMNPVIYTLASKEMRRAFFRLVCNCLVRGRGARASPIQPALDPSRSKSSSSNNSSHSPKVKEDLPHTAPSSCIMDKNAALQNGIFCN
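material = human S1P3 NFAT-BLA reporter CHO cells | schedule = 4 h compound at 37 °C, 2 h substrate at RT | measured by = fluorescent BLA substrate, ex 405 nm, em 460/535 nm ratio | controls = 1 µM S1P reference | replication = primary once, confirmation triplicate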
5HT1E ag: agonists of human 5-HT1E serotonin receptor; P28566; CHO 5-HT1E Ga15 NFAT-bla reporter, FRET; 0% DMSO wells, 100% control agonist wells; activation, % at 6 µM; actives 0.69% (n = 65,000); AID 574;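 active = activation above a set limit, the screen-wide mean activation plus 3 SD, cut at about 8.5% in these data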;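 also: 100% = positive control agonist at 1 µM giving full maximal response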
Target sequence (P28566 whole entry, looked up): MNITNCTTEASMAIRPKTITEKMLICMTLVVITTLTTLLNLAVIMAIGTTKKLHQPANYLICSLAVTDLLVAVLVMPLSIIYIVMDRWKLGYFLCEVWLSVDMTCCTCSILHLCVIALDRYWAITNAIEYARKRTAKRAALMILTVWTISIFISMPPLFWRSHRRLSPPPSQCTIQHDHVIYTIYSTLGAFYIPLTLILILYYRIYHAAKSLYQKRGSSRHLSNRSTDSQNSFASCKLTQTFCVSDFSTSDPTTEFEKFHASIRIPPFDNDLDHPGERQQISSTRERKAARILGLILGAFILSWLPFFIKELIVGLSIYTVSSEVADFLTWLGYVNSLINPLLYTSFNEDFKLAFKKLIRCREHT
Her2 expr inh: inhibitors of human Her2 kinase expression; P04626; SKBR-3 HER2 protein level, AlphaScreen, 18-24 h; hits give low values; HER2 level % of control, % at 10 µM; actives 0.69% (n = 65,000);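 active = HER2 level under 5% of the carrier-only control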;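 also: 100% = DMSO carrier and 0% = 500 nM PU-H71 HSP90 inhibitor; lower value means stronger loss of Her2 protein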
M1 antag: blocks the rat M1 muscarinic receptor response to acetylcholine; P08482; CHO-M1 cells, Fluo-4 calcium, ACh EC80 antagonist mode; hits give low values; B-score at 10 µM; actives 3.4% (n = 64,000);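 active = calcium fluorescence response, raw or row-and-column corrected B-score, differing from the plate sample mean either way at a set confidence level, mostly lower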
M1 agonist: agonists of M1 muscarinic receptor. actives 3% (n = 64,000). B-score at 10 µM. CHO-M1 cells, Fluo-4 calcium fluorescence, agonist mode; hits give high values;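 active = fluorescence rise, raw or as B-score row- and column-corrected plate score, outside the 99.7% band of its plate's samples, either direction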
Jurkat tox 60K: cytotoxic compounds reducing Jurkat cell viability; Jurkat E6.1 viability, ATP luminescence, 48 h; AID 463; inhibition, % at 4 µM; actives 1.2% (n = 56,000);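 active = inhibition above the mean inhibition of all tested compounds plus 3 SD, cut at about 28% in these data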
HEK293 NFkB inh: lowers PMA/ionomycin-induced NF-kB signal in HEK293 cells; HEK-293 NF-kB luciferase reporter, luminescence; inhibition, % at 3 µM; actives 0.21% (n = 62,000); AID 465;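 active = inhibition above the mean of all tested compounds plus 3 SD, cut at about 40% in these data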;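 also: 0% = stimulated DMSO wells and 100% = 10 µM reference inhibitor 5653914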
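System: NF-kB luciferase reporter HEK-293 cells | Replication: Single test | Control set: DMSO vs reference inhibitor | Evaluation: % inhibition | Schedule: 1 h pretreatment, 16 h stimulation, 37 °C | Probe or stimulus: PMA with ionomycin | Compound dosing: One dose, 3 µM | Detection: Luciferase luminescence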
5HT1E antag: antagonists of human 5-HT1E serotonin receptor; P28566; CHO 5-HT1E Ga15 NFAT-bla reporter, FRET, antagonist; inhibition, % at 6 µM; actives 0.99% (n = 65,000); AID 571;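 active = inhibition above a set limit, the mean inhibition across every tested compound plus 3 SD, cut at about 29% in these data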;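 also: signal is the 460 over 535 nm emission ratio of beta-lactamase substrate; 0% = agonist plus DMSO wells and 100% = wells without agonist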
* hit, by the source's call; nt = no result given.

SMILES	S1P1 ag-PAM	S1P3 ag	5HT1E ag	Her2 expr inh	M1 antag	M1 agonist	Jurkat tox 60K	HEK293 NFkB inh	5HT1E antag
CCCCSc1nc2c(c(=O)n1CC)SC(C)C2 (centres undefined)	-13.9	0.2	0.1	90.4	0.0734	0.987	1.5	2.1	13.3
Cc1ccc(S(=O)(=O)NCCNC(=O)N2CCOCC2)cc1	nt	nt	-0.5	117.5	-0.482	-0.5	nt	14.2	1.0
Cc1ccc(S(=O)(=O)n2nc(OC(=O)C(C)(C)C)cc2N)cc1	2.0	-1.1	0.1	74.2	1.24	-0.0293	-0.4	6.6	-1.8
Cc1cccc(NC(=O)CN2C(=O)COc3ccc(Cl)cc32)c1C	-14.1	-0.4	-1.1	118.3	-0.188	-1.25	-1.6	17.9	7.0
CCOC(=O)Cc1csc(NC(=O)c2cccs2)n1	nt	-1.3	0.8	135.3	-0.347	-1.71	4.5	-3.5	-6.9
O=C(Nc1ccncc1)Nc1ccc(F)cc1F	-32.5	-0.3	0.7	79.4	0	-0.561	-2.8	15.5	-8.9
Cc1ccccc1N=C1Nc2ccccc2CS1	21.7	-0.1	1.7	89.4	0.106	0.595	1.3	-11.1	-5.2
COc1ccccc1NC(=O)CC(=O)CSc1nnc(-c2ccc(C)cc2)n1C	13.4	0.1	0.5	89.2	0.0915	-0.092	-3.2	8.6	6.2
O=C(Cn1ccccc1=O)c1cccs1	-5.3	-0.4	0.1	79.5	-0.0384	0.0532	-2.8	10.9	-9.0
CCN(CC)CCn1nc(C)nc1-c1ccccc1O	nt	-1.3	0.2	122.1	0.147	-1.15	8.2	2.0	0.9

Shown as labelled records: four of the compounds above
Cc1ccccc1N=C1Nc2ccccc2CS1
  S1P1 ag-PAM = 21.7	S1P3 ag = -0.1	5HT1E ag = 1.7	Her2 expr inh = 89.4	M1 antag = 0.106	M1 agonist = 0.595	Jurkat tox 60K = 1.3	HEK293 NFkB inh = -11.1	5HT1E antag = -5.2
COc1ccccc1NC(=O)CC(=O)CSc1nnc(-c2ccc(C)cc2)n1C
  S1P1 ag-PAM = 13.4	S1P3 ag = 0.1	5HT1E ag = 0.5	Her2 expr inh = 89.2	M1 antag = 0.0915	M1 agonist = -0.092	Jurkat tox 60K = -3.2	HEK293 NFkB inh = 8.6	5HT1E antag = 6.2
O=C(Cn1ccccc1=O)c1cccs1
  S1P1 ag-PAM = -5.3	S1P3 ag = -0.4	5HT1E ag = 0.1	Her2 expr inh = 79.5	M1 antag = -0.0384	M1 agonist = 0.0532	Jurkat tox 60K = -2.8	HEK293 NFkB inh = 10.9	5HT1E antag = -9.0
CCN(CC)CCn1nc(C)nc1-c1ccccc1O
  S1P1 ag-PAM = nt	S1P3 ag = -1.3	5HT1E ag = 0.2	Her2 expr inh = 122.1	M1 antag = 0.147	M1 agonist = -1.15	Jurkat tox 60K = 8.2	HEK293 NFkB inh = 2.0	5HT1E antag = 0.9

The results go on:
SMILES	S1P1 ag-PAM	S1P3 ag	5HT1E ag	Her2 expr inh	M1 antag	M1 agonist	Jurkat tox 60K	HEK293 NFkB inh	5HT1E antag
O=S(=O)(NCc1ccccn1)c1cccc2nsnc12	-3.8	-0.6	-0.3	118.0	0.192	-0.199	-1.1	12.3	4.3
Cc1c(NS(=O)(=O)c2ccc(Br)s2)c(=O)n(-c2ccccc2)n1C	11.1	-0.8	-0.3	153.8	0.258	-0.28	-2.0	14.0	-0.4
Cc1c(NC2=NC3(CCCCC3)Cc3ccccc32)c(=O)n(-c2ccccc2)n1C	-5.7	-1.2	-0.9	96.5	-2.69*	-0.0669	-1.0	10.8	5.0
CC(C)n1c(SCC(=O)Nc2ccccc2N2CCCCC2)nc2c1c(=O)n(C)c(=O)n2C	-14.8	-0.3	0.9	79.0	-0.017	0.367	-3.9	7.1	-0.2
Cc1c([C@H]2[C@@H](CC#N)C2(C)C)c2ccccc2n1C	-2.3	1.5	0.2	89.1	-0.0411	0.461	nt	nt	8.3
Cc1ccc(-c2c(C(=O)N3CCOCC3)oc(=O)c3ccccc23)cc1	-5.7	-0.2	0.5	86.4	1.28	1.83	-1.2	0.3	-6.5
O=C(Nc1cnccn1)C1c2ccccc2Oc2ccccc21	-0.5	-1.0	0.5	88.7	-0.482	-0.407	3.6	18.2	2.5
COC(=O)CCC(=O)Nc1cccc(Cl)c1	11.1	-1.4	1.0	104.1	0.00656	-0.0342	-7.2	5.5	7.3
COc1ccc(-c2nc(C#N)c(NCCN(C)C)o2)cc1	-24.3	0.0	-0.3	113.1	0.0249	-0.232	-4.9	-2.3	7.2
CS(=O)(=O)Nc1ccccc1C(=O)Nc1cccc(Cl)c1	18.4	-0.2	-1.6	74.3	-2.48*	1.59	3.2	4.2	0.1
CCn1c(=O)c(C(=O)Nn2c(C)nc3ccccc3c2=O)c(O)c2ccccc21	-23.1	-0.5	-0.1	53.3	-13.6*	0.748	2.4	12.3	-9.6
COC(=O)c1nnn(CC(=O)Nc2ccc(C)c(F)c2)c1C(=O)OC	nt	nt	0.8	96.1	-0.656	-1.24	nt	15.7	-3.1
CCSc1nc2ccccc2n1CC(N)=O	-18.0	-0.5	2.2	97.9	0.17	0.127	-1.6	16.3	-3.5
O=C1CC(N2CCN(Cc3ccc4c(c3)OCO4)CC2)C(=O)N1CCc1ccccc1 (centres undefined)	18.0	-0.9	3.1	92.2	-1.24*	-2.47	4.0	4.2	-4.4
CCN1CCN(CC(O)COCc2ccccc2)CC1 (centres undefined)	9.6	0.6	-0.2	97.9	0.567	0.271	-4.1	5.5	-4.8
CC1CCN(C(=O)N[C@@H](Cc2ccccc2)C(=O)O)CC1	-3.0	-1.5	-0.1	101.2	-0.0224	-0.834	-1.1	23.2	-16.2
COc1ccc(-c2nnc3sc(-c4ccco4)nn23)cc1OC	-11.2	-0.7	0.2	147.9	-0.289	4.25*	1.4	11.0	8.9
CN(C)CCCN1C(=O)C(=O)/C(=C(/O)c2ccc(OCc3ccccc3)cc2)C1c1cccnc1 (centres undefined)	10.6	-1.8	0.5	73.4	-0.465	0.0118	4.9	-1.6	-11.4
Cc1cc(N2CCN(C(=O)c3ccco3)CC2)n2ncnc2n1	nt	nt	-1.5	86.8	-0.0868	0.233	nt	24.1	-1.7
O=C(COC(=O)C12CC3CC(CC(O)(C3)C1)C2)Nc1ccccc1OC(F)F	-4.6	-0.2	0.9	97.7	-0.0722	-0.0772	2.5	17.7	-8.0

A section from further up, as a working copy:
SMILES	S1P1 ag-PAM	S1P3 ag	5HT1E ag	Her2 expr inh	M1 antag	M1 agonist	Jurkat tox 60K	HEK293 NFkB inh	5HT1E antag
Cc1cc(N2CCN(C(=O)c3ccco3)CC2)n2ncnc2n1	nt	nt	-1.5	86.8	-0.0868	0.233	nt	24.1	-1.7
O=C(COC(=O)C12CC3CC(CC(O)(C3)C1)C2)Nc1ccccc1OC(F)F	-4.6	-0.2	0.9	97.7	-0.0722	-0.0772	2.5	17.7	-8.0

Further structures follow.
SMILES	S1P1 ag-PAM	S1P3 ag	5HT1E ag	Her2 expr inh	M1 antag	M1 agonist	Jurkat tox 60K	HEK293 NFkB inh	5HT1E antag
COCCNC(=O)CCCn1c(=O)c2ccccc2n(CC(=O)NCCC2=CCCCC2)c1=O	-6.9	-0.5	0.0	87.8	nt	nt	1.2	12.8	-8.8
Cc1cccc(NC(=O)C2CCCN(S(=O)(=O)c3cccc4cccnc34)C2)c1 (centres undefined)	-27.4	0.4	-0.1	91.5	-1.54	1.15	-4.7	-1.7	7.4
O=C(CSc1nnnn1C1CCCC1)N1CCN(C(=O)c2ccco2)CC1	-28.8	-0.3	0.1	112.6	0.509	-0.413	3.2	15.3	5.7
COC(=O)N/C(C)=C1/NC(=O)c2ccccc2C(c2ccccc2)N1 (centres undefined)	nt	nt	1.4	103.9	0.815	0.498	nt	9.3	-9.6
CC(C)CCNc1ncnc2c1nnn2Cc1ccccc1Cl	-14.6	0.4	-0.6	91.3	-0.517	-0.973	0.6	8.8	4.9
CC1CCN(C(=O)COC(=O)c2cc3ccccc3cc2O)CC1	5.4	-0.4	-0.1	87.3	-0.0236	-0.197	-3.4	10.9	9.6
COc1ccc(C(=O)NCCCCCC(=O)O)cc1OC	-11.4	10.9	0.0	188.7	0.152	-0.207	nt	nt	2.8
O=C(Nc1nc2c(s1)CCCC2)Oc1ccccc1	8.4	0.3	-0.3	99.4	0.405	0.263	-6.5	6.6	-8.2
Cc1ccccc1Cn1cc(S(=O)(=O)CC(=O)N2CCCCC2)c2ccccc21	nt	nt	0.8	nt	0.0552	-0.31	nt	16.6	4.9
Cn1c(NCc2ccco2)nc2c1c(=O)n(Cc1ccc(Cl)c(Cl)c1)c(=O)n2C	-2.1	-2.4	0.4	88.6	0.282	-0.856	nt	nt	3.2
CC(C)C[C@H](NC(=O)[C@@H]1O[C@H]1C(=O)O)C(=O)NCCCCN=C(N)N	-3.2	-1.5	-0.5	100.2	0.37	1.01	nt	nt	3.5
COc1ccc(CNC(=O)c2cc(C3CC3)on2)cc1	-0.6	-1.5	0.4	106.6	-0.0869	0.666	5.4	-3.7	-6.8
CN(C)S(=O)(=O)c1ccc(-c2ccccc2)cc1	12.5	-0.8	-1.2	112.0	0.0636	-0.822	5.5	0.6	-0.4
COC(=O)Cn1c2ccc(OC)cc2c2nc3ccccc3nc21	7.8	-1.5	-0.8	90.0	0.186	1.89	10.4	22.7	-1.5
O=C(Nc1ccc2c(c1)OCCO2)c1cnc2ccccn2c1=O	-4.3	-0.2	-0.6	113.7	0.449	1.77	-4.5	-32.8	-3.0
Cc1ccc2cc(CN(CCN3CCOCC3)Cc3nnnn3Cc3ccco3)c(=O)[nH]c2c1C	21.0	0.0	-0.6	83.3	-1.86	-0.578	-0.7	17.1	16.0
O=C(/C=N/O)NCC1CCNCC1	-0.3	-1.7	0.1	68.0	-0.304	1.14	1.2	14.8	-9.2
CCn1c(SCC(=O)N2CCOCC2)nnc1-c1cccs1	6.7	-0.2	-0.3	109.4	0.0411	2.23	4.3	-8.5	-0.4
COC(=O)c1cc2sccc2n1Cc1ccc(C)cc1	nt	nt	-0.3	116.2	-2.05	0.0151	nt	20.2	2.9
CN1CCN(S(=O)(=O)c2ccc(Sc3nnc(-c4cccs4)n3-c3ccccc3)nc2)CC1	-7.2	-0.4	0.1	109.0	-0.101	2.19	6.3	9.2	-8.1
O=C(CSCSCC(=O)NCC1CCCO1)NCC1CCCO1 (centres undefined)	13.9	1.1	-0.1	134.4	-1.07	0.501	-6.8	1.5	-4.3
Cc1cc(C(=O)N2CCCCCC2)cs1	6.4	-0.2	0.7	89.2	0.237	0.176	-11.0	10.5	-11.9
O=C(c1ccco1)N1CCN(CC2CC3C=CC2C3)CC1 (centres undefined)	15.3	-0.6	-0.3	94.1	-2.41*	6.21*	1.7	14.4	21.2
CCC(=O)Oc1cccc(C(=O)Nc2ccc(-c3nnc(-c4ccco4)o3)cc2)c1	nt	nt	0.1	72.4	-0.422	-0.594	nt	-1.5	8.9
CCOC(=O)N1CCC(NC(=O)c2ccc3snnc3c2)CC1	0.7	-0.8	0.4	91.5	-1.64	1.11	-4.2	19.5	-1.6
CCCCN(C(=O)c1ccco1)c1nnc(-c2cc(OC)c(OC)c(OC)c2)s1	nt	nt	-0.5	115.4	0.567	0.899	nt	2.6	12.0
